# Source: PubChem BioAssay (several laboratories)
# SDO1 yeast rescue – sdo1-depleted yeast growth rescue; AID 817; z-score at 10 µM; 140,000 compounds, 0.21% hits; S. cerevisiae sdo1-depleted JHY4D growth rescue, OD600 30 h; hits give high values; pdr5 snq2 efflux-pump mutant strain;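 active = z-score above 3 at both the 24 hr and the 30 hr optical density reads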;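 note: z-score against mean and SD of all compound wells on the same plate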
# Insulin prom inh – TRM-6 insulin promoter activity inhibition | TRM-6 cells (human fetal islet line), insulin promoter-eGFP reporter, imaging; reporter expression induced with tamoxifen | inhibition, % at 2 µM | 130,000 compounds, 0.9% hits | AID 1273;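 active = inhibition above the mean plus 3 SD, with well images judged a real hit on visual review, cut at about 60% in these data, passing the limit was not always enough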
# SDO1 yeast rescue Rescue 24 h – recorded beside SDO1 yeast rescue, whose call it bears; z-score; S. cerevisiae sdo1-depleted JHY4D growth rescue, OD600; measured here: growth rescue at 24 h;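 0 is the plate mean of compound wells and units are plate SD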
# An asterisk follows results filed as active; . = no result given; & = joins results of further samples. This is a subset; rates above refer to the full screens.
# Start of the data: the first six compounds, to show the layout:
# Value order: SDO1 yeast rescue | SDO1 yeast rescue Rescue 24 h | Insulin prom inh
> Cc1ncc(CN2CCCC(C(=O)c3ccc(C(C)(C)C)cc3)C2)s1 (stereo not given)
 : . | . | -15
> O=C1NC(=O)N(Cc2ccccc2)C(=O)/C1=C/c1cnn(-c2ccccc2)c1
 : . | . | 7
> CCOC(=O)C1=C(C)OC(N)=C(C(=O)OCC)C12C(=O)Nc1ccc(Br)cc12 (stereo not given)
 : 0.6 | 0.17 | 0
> CNC(=O)Oc1ccc2c(c1)C(=O)c1ccccc1CO2
 : -0.05 | -0.18 | -31
> O=C(NCc1cccnc1)NC1CCCCC1
 : 1.4 | 1 | -11
> NCCCCCC(=O)OC1N=C(c2ccccc2Cl)c2cc(Br)ccc2NC1=O (stereo not given)
 : . | . | -35

# All compounds of this part (from the top)
# Value order: SDO1 yeast rescue | SDO1 yeast rescue Rescue 24 h | Insulin prom inh
> Cc1ncc(CN2CCCC(C(=O)c3ccc(C(C)(C)C)cc3)C2)s1 (stereo not given)
 : . | . | -15
> O=C1NC(=O)N(Cc2ccccc2)C(=O)/C1=C/c1cnn(-c2ccccc2)c1
 : . | . | 7
> CCOC(=O)C1=C(C)OC(N)=C(C(=O)OCC)C12C(=O)Nc1ccc(Br)cc12 (stereo not given)
 : 0.6 | 0.17 | 0
> CNC(=O)Oc1ccc2c(c1)C(=O)c1ccccc1CO2
 : -0.05 | -0.18 | -31
> O=C(NCc1cccnc1)NC1CCCCC1
 : 1.4 | 1 | -11
> NCCCCCC(=O)OC1N=C(c2ccccc2Cl)c2cc(Br)ccc2NC1=O (stereo not given)
 : . | . | -35
> CC12CN3CN(C1)CC(c1ccccc1)(C3)C2=O
 : 0.57 | -0.09 | 16
> N#CCCn1cc(C(=O)Nc2ccc([N+](=O)[O-])cc2)c(-c2ccc3c(c2)OCCO3)n1
 : 1.6 | 1.5 | .
> CN1CCN(c2nc3ccccn3c(=O)c2C=C2C(=O)N(C)C(=O)N(C)C2=O)CC1
 : 0.64 | -0.72 | 22
> O=C1NC(=O)N(CCC2=CCCCC2)C(=O)/C1=C\c1cccs1
 : -0.87 | -1.8 | 27
> CCCC(C)C1(CC)C(=O)NC(=Nc2ccccc2OC)NC1=O (stereo not given)
 : -0.94 | -1.2 | -72
> O=C(C1CCC(=O)N1Cc1ccc(F)cc1)N1CCC2(CC1)OCCO2 (stereo not given)
 : 0.68 | 0.53 | .
> Cc1nn(Cc2ccccc2)c(C)c1C(=O)NC1CCCc2ccccc21 (stereo not given)
 : 0.64 | 0.56 | .
> CC(=NCC1CCCO1)c1c(O)n(C)c(=O)n(C)c1=O (stereo not given)
 : 0.24 | -0.12 | -21
> COC(=O)CSC1=NP(=S)(SCC(=O)OC)N2CCCC2=C1C#N (stereo not given)
 : 0.81 | -0.32 | 29
> COc1ccc(C)cc1NC1=NCCCS1
 : . | . | -28
> O=C(NCCCn1ccnc1)C(Cl)(Cl)Cl
 : . | . | 42
> O=c1[nH]c(=O)n(CCC2=CCCCC2)c(O)c1C=NCCN1CCNCC1
 : -0.98 | -0.16 | 24
> CC(C)(C)c1ccc(O)c(CN2CCN(c3ccccc3)CC2)c1
 : -1.1 | 0.2 | 82*
> CCCCOc1ccc(CN2CCN(CCO)CC2)cc1
 : -0.92 | -0.98 | 60
> CCCCn1c(O)c(C(C)=NC(Cc2c[nH]c3ccccc23)C(=O)OC)c(=O)[nH]c1=O (stereo not given)
 : -0.49 | -1.3 | 25
> COc1ccc(NC(=O)N2CCC3(CC2)OCCO3)cc1OC
 : -0.03 | -1.1 | 10
> Cc1cc(C)cc(NC(=S)NC2CC3CCCC(C2)N3Cc2cccs2)c1 (stereo not given)
 : 0.28 | 0.98 | .
> CCOC(=O)[C@@]1(C#N)C(c2ccc(Cl)c(Cl)c2)[C@H](C(N)=O)N2C=C(C(C)=O)C=C[C@H]21 (stereo not given in full)
 : -0.6 | -0.14 | 22
> Cc1cccc(OCC(=O)N2CCN(Cc3ccc4c(c3)OCO4)CC2)c1
 : . | . | 27
> O=c1cccc2n1CC1CC2CN(c2nc(N3CCCCC3)nc(N3CCCCC3)n2)C1 (stereo not given)
 : . | . | -46
> Cn1c(=O)cc(OCCCC(=O)N2CCC3(CC2)OCCO3)c2ccccc21
 : 0.65 | 0.47 | -8
> O=C(COc1ccccc1)N1CCN(Cc2c[nH]c3ccccc23)CC1
 : -0.78 | -0.83 | 33
> CCOc1ccc(-n2c(O)c(C=NCCN(CC)CC)c(=O)[nH]c2=O)cc1
 : -0.18 | -0.8 | -23
> Cc1nc2ccccn2c1P(=S)(N1CCCCC1)N1CCCCC1
 : -2.2 | -1.1 | -45
> CC(C)c1ccc(OCC(=O)N2CCN(C)CC2)c(Br)c1
 : 0.43 | 0.26 | 38
> CC(=O)OC1C2CCCC1C(N1CCCC1)CC2 (stereo not given)
 : 0.55&0.25&0.54 | 0.19&0.54&0.25 | 3
> CC1CN(O)C2CCc3nonc3C12O (stereo not given)
 : -0.38 | 0.01 | 9
> CN1C(=O)C(=Cc2ccccc2OCc2ccc(C(=O)O)cc2)C(=O)N(C)C1=O
 : . | . | 5
> O=c1[nH]c(=O)n(Cc2ccccc2Cl)c(O)c1C=Nc1ccc(F)cc1
 : . | . | 36
> O=C1CC(N2CC=C(c3ccccc3)CC2)C(=O)N1c1ccc(F)cc1 (stereo not given)
 : 0.79 | 1.5 | 14
> COC(=O)C(C)Oc1cc(C)cc2oc(=O)c3c(c12)CCCC3 (stereo not given)
 : -2.3 | -1.8 | 34
> CCN1CCN(C(=O)Cc2c(C)n(C(=O)c3ccc(Cl)cc3)c3ccc(OC)cc23)CC1
 : . | . | -127
> COC(=O)CC1=C(C(=O)OC)C2(C(=O)N(C)c3ccccc32)C(C#N)=C(N)O1 (stereo not given)
 : 0.74 | 0.26 | 39
> Cn1c[n+](C)cc1C(O)c1ccccc1 (stereo not given)
 : 1.2&-0.11 | 1.2&-0.59 | 16
> O=C(NC(Cc1ccccc1)C(=O)N1CCC2(CC1)OCCO2)C1CCCCC1 (stereo not given)
 : -0.71 | -0.91 | -86
> CCCCn1c(O)c(C(CC)=NCc2ccco2)c(=O)[nH]c1=O
 : -1.8 | -1.1 | -3
> O=C1NC(=O)C(CCc2ccncc2)(C2CCCCC2)C(=O)N1
 : -0.6 | -0.9 | 42
> CCOC(=O)c1c(NC(NC(=O)CF)C(Cl)(Cl)Cl)sc2c1CCCC2 (stereo not given)
 : -1 | -1.1 | .
> Cc1ccc2c(c1)C1CN(C)CCC1N2C(=O)c1cn(-c2ccccc2)nc1-c1ccccc1 (stereo not given)
 : . | . | -150
> Cc1ccccc1C1=NCC(=O)N(CC(=O)N2CCCCC2)c2sc(C)c(C)c21
 : -0.25 | 0.36 | 21
> COc1ccc(CCNCc2ccc(C)s2)cc1OC
 : . | . | 0
> Cc1nn(C)c(C)c1/C=C1/CC2C3CC=C4CC(O)CCC4(C)C3CCC2(C)C1=O (stereo not given)
 : 0.02 | -0.11 | -34
> COc1ccccc1/C=N/N=C(/N)N[N+](=O)[O-]
 : -0.32 | -0.44 | -34
> Cc1ccc(N/N=C/c2c(O)n(-c3ccccc3)c(=O)[nH]c2=O)cc1
 : . | . | 0

# Profiles, looked up by structure. Order of values: SDO1 yeast rescue | SDO1 yeast rescue Rescue 24 h | Insulin prom inh
# `O=C1NC(=O)C(CCc2ccncc2)(C2CCCCC2)C(=O)N1` is listed as -0.6 | -0.9 | 42
# `Cc1ccc(N/N=C/c2c(O)n(-c3ccccc3)c(=O)[nH]c2=O)cc1` is listed as . | . | 0
# `Cc1ccc2c(c1)C1CN(C)CCC1N2C(=O)c1cn(-c2ccccc2)nc1-c1ccccc1` (stereo not given) is listed as . | . | -150

# (listing goes on)
# Value order: SDO1 yeast rescue | SDO1 yeast rescue Rescue 24 h | Insulin prom inh
> CC(C)COP(=O)(OCC(C)C)C(O)c1cccnc1 (stereo not given)
 : 0.77 | 0.18 | 48
> O=C1NC(=O)C(=Cc2coc3ccccc3c2=O)C(=O)N1
 : . | . | 8
> CC(C)c1ccc(O)c(CN2CCN(c3ccccc3)CC2)c1
 : 0.18 | 0.59 | -55
> COc1ccc(N2C(=O)NC(=O)/C(=C/c3cccc(OC(=O)c4cccs4)c3)C2=O)cc1Cl
 : 0.61 | 0.49 | -3
> Cc1ccc(-n2c(C)cc(/C=C3/C(=O)NC(=O)N(Cc4ccco4)C3=O)c2C)cc1
 : 0.85 | 1.1 | .
> c1ccc2sc(NC3=NCCN3)nc2c1
 : 0.32 | -0.28 | 38
> CC1N(O)C2CCCCCC2N1O (stereo not given)
 : -0.06 | -0.18 | -28
> CN1CCN(c2ccc(C(N)=O)cc2N)CC1
 : 0.01 | -0.72 | .
> CC(=NC(C)c1ccccc1)c1c(O)[nH]c(=O)[nH]c1=O (stereo not given)
 : 0.07 | -0.24 | -31
> CCC(C)N1C(=O)/C(=C\c2cc3c4c(c2)CCCN4CCC3)C(=O)NC1=S (stereo not given)
 : -1.8 | -0.83 | 11
> CCN(CC)c1ccc(CN2CC=C(c3ccc(F)cc3)CC2)cc1
 : -1.1 | -1.3 | 50
> Cc1ccc2nc(-c3ccncc3)cc(C(=O)N3CCC4(CC3)OCCO4)c2c1
 : 0.53 | 0.96 | 62
> COc1cccc(/C=C2\N=C(c3cncc(Br)c3)OC2=O)c1
 : 0.34 | -0.21 | .
> CCCCn1c(=O)c(C(=O)Nc2ccsc2C(=O)OC)c(O)c2ccccc21
 : -0.55 | 1 | .
> CC(=NCCC1=CCCCC1)c1c(O)[nH]c(=O)[nH]c1=O
 : 0 | 0.35 | 36
> CCC(C)N1C(=O)NC(=O)C2(Cc3cc(C)ccc3N(C)C2)C1=O (stereo not given)
 : -0.42 | -0.29 | 37
> Cn1c(O)c(C(c2ccccn2)c2c(O)n(C)c(=S)n(C)c2=O)c(=O)n(C)c1=S
 : 0.84 | 0.48 | .
> CCn1c(P(C)(=O)O)nc2ccccc21
 : 1.6 | 1.5 | .
> CCOc1ccccc1NC(=O)N1CCC2(CC1)OCCO2
 : 0.87 | 0.17 | .
> CCCc1nnc(NC(=O)CCC(=O)N2CCN(CCOC(c3ccccc3)c3ccccc3)CC2)s1
 : -0.71 | -0.72 | -6

# Brought forward from above: four compounds, then new ones.
# Value order: SDO1 yeast rescue | SDO1 yeast rescue Rescue 24 h | Insulin prom inh
> Cn1c(O)c(C(c2ccccn2)c2c(O)n(C)c(=S)n(C)c2=O)c(=O)n(C)c1=S
 : 0.84 | 0.48 | .
> CCn1c(P(C)(=O)O)nc2ccccc21
 : 1.6 | 1.5 | .
> CCOc1ccccc1NC(=O)N1CCC2(CC1)OCCO2
 : 0.87 | 0.17 | .
> CCCc1nnc(NC(=O)CCC(=O)N2CCN(CCOC(c3ccccc3)c3ccccc3)CC2)s1
 : -0.71 | -0.72 | -6
> COc1ccccc1OCC(=O)Nc1ccc(Cl)cc1C(=O)c1ccccc1
 : -1.3 | -0.94 | -79
> CC(C)CN(CC(C)C)c1ccc(C=C2C(=O)NC(=S)NC2=O)cc1[N+](=O)[O-]
 : -0.64 | -0.7 | 17
> C/C(=N\N1CCN(C)CC1)c1c(O)[nH]c(=O)[nH]c1=O
 : 0.2 | -0.22 | .
> CSc1ccccc1C(=O)C1CCCN(Cc2ccn[nH]2)C1 (stereo not given)
 : . | . | -39
> CCOCCCNC(=O)C1c2cc(OC)c(OC)cc2C(=O)N2CCCCC12 (stereo not given)
 : -0.51 | -1 | -56
> COc1ccc(OC)c(C(O)C(C)N)c1 (stereo not given)
 : 0.2 | 0.17 | 48
> CCOC(C(=O)OCCC[N+](C)(CC)CC)(c1ccccc1)c1ccccc1
 : -0.24 | -0.54 | 13
> O=c1[nH]c(=O)n(C2CCCCC2)c(O)c1C1NCCc2ccccc21 (stereo not given)
 : 0.45 | 0.37 | 8
> CN(C)[C@@H]1C(=O)C(C(N)=O)=C(O)[C@@]2(O)C(=O)C3=C(O)c4c(O)cccc4[C@@](C)(O)[C@H]3[C@H](O)[C@@H]12
 : -1.3 | -0.62 | -33
> O=C(CCn1nc(-c2ccc(Cl)cc2)ccc1=O)N1CCC2(CC1)OCCO2
 : . | . | 0
> Cc1ccc(C2CC(=O)C(C=NCCN3CCN(C(=O)Cc4ccccc4)CC3)=C(O)C2)cc1 (stereo not given)
 : 0.16 | 0.25 | -112
> CCCCSP1(=S)NCCCO1 (stereo not given)
 : -0.46 | -1 | .
> COc1ccc2nc(NC3=NCCN3)sc2c1
 : -0.98 | -2.2 | -11
> CC(=O)C1(c2ccccc2)CCNCC1
 : 0.89 | 0.09 | 18
> CN(C)CC#CCC(O)(c1ccccc1)C1CCCC1 (stereo not given)
 : 1.5 | 1.4 | 21
> c1ccc2c(NC3=NCCS3)cccc2c1
 : 0.11 | 0.45 | -36
> CC(c1ccccc1)n1cncc1C(=O)N1CCCC1=O (stereo not given)
 : -0.34 | -0.6 | .
> O=c1[nH]c(=S)[nH]c(O)c1CN1CCCCC1
 : -0.68 | -0.79 | -15
> O=c1[nH]c(=O)n(Cc2ccc(F)cc2)c(O)c1C=NCCCN1CCOCC1
 : 0.32 | -0.15 | -24
> Cc1cccc(CS(=O)(=O)Cc2ccc(C(=O)N3CCC4(CC3)OCCO4)o2)c1
 : 0.17 | -0.34 | .
> Cc1cccc(CNCCc2ccccc2)n1
 : 1.5 | 0.18 | -8

# No new results follow: entries from further up.
# Value order: SDO1 yeast rescue | SDO1 yeast rescue Rescue 24 h | Insulin prom inh
> Cc1ccc(C2CC(=O)C(C=NCCN3CCN(C(=O)Cc4ccccc4)CC3)=C(O)C2)cc1 (stereo not given)
 : 0.16 | 0.25 | -112
> CCCCSP1(=S)NCCCO1 (stereo not given)
 : -0.46 | -1 | .
> COc1ccc2nc(NC3=NCCN3)sc2c1
 : -0.98 | -2.2 | -11
